# Pemphigus Ab inh – inhibitors of pemphigus antibody binding to human desmoglein-3 | DSG3-coupled beads, scFv-anti-DSG3-GFP binding, flow cytometry; active compounds read low | binding (percent of control), % at 10 µM | hit rate 0.48% among 310,000;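 active = binding more than 3 SD below its plate's average and above zero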;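 note: hits lower antibody fragment binding to DSG3; some compounds called inactive have numbers as strong as hits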
# SR-BI DiI-HDL act – activators of SR-BI mediated HDL lipid uptake | CHO ldlA[mSR-BI] cells, DiI-HDL uptake fluorescence, 3 h; 100 = double the neutral-control signal | activation, % at 12.5 µM | hit rate 0.096% among 320,000;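 active = mean replicate activation of at least 60% and every replicate at or above 60%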;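 note: 0% = median plate neutral-control signal and 100% = twice that signal; values of inactives mirror those of a sister screen read the other way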
#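 Material: SR-BI-overexpressing, LDLR-lacking CHO cells | Dosing: Single compound concentration, delivered by pin transfer | Probe or stimulus: Labelled HDL, 10 µg/mL | Signal: Bottom-read cell fluorescence after medium removal, ex 550/em 595 nm | Schedule: 3 h, 37 °C | Evaluation: HDL uptake via cellular fluorescence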
# MITF act – increases MITF-driven TRPM1 promoter luciferase signal | SK-MEL-5 TRPM1-promoter luciferase, 24 h; % of positive control, neutral wells = 0 | AID 588334 | hit rate 0.75% among 300,000 | activation, % at 12.5 µM;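 active = mean activation of at least 80% with every replicate also reaching 80%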;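 note: 0% = neutral control wells and 100% = parthenolide positive control wells; values of inactives mirror those of a sister screen read the other way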
# Arrestin-AP2 inh – inhibitors of human beta-arrestin and AP2 interaction | hit rate 0.31% among 340,000 | FITC-arrestin peptide / GST-AP2 beads, flow cytometry; AP2 beta2 appendage carries R879A mutation | inhibition, % at 10 µM;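 active = inhibition above a set limit, near 3 SD of compounds lacking own fluorescence, cut at about 54% in these data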;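 note: plate controls were DMSO wells for no effect and 5 µM unlabelled arrestin peptide for full effect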
#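 System: GST-AP2 R879A glutathione beads; medium: PBS, Tween 20 0.05%, BSA 0.1%; reagent: fluorescein-tagged arrestin peptide at 50 nM final; schedule: pre-incubation 12 min, peptide binding 1 h, room temperature; detection: flow cytometry, FL1 (488/535 nm); read-out: inhibition as reduced fluorescein signal on beads, percent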
# PKA-R2B act – activates the human PKA-R2B holoenzyme complex; PKA-R2B holoenzyme dissociation, Cy5-IP20 fluorescence polarization; R2B truncated from residue 108, S112A mutant; 0% DMSO only, 100% 113 µM cGMP; AID 504700; P22694+P31323; hit rate 0.079% among 340,000; activation, % at 11.4 µM;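 active = activation above a cutoff set at the mean over all compounds plus 3 SD, cut at about 18% in these data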;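 note: higher means more holoenzyme dissociation and a rise in polarization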
# Target sequence (P31323 whole entry, looked up, other chains not shown, the tested form may be a part): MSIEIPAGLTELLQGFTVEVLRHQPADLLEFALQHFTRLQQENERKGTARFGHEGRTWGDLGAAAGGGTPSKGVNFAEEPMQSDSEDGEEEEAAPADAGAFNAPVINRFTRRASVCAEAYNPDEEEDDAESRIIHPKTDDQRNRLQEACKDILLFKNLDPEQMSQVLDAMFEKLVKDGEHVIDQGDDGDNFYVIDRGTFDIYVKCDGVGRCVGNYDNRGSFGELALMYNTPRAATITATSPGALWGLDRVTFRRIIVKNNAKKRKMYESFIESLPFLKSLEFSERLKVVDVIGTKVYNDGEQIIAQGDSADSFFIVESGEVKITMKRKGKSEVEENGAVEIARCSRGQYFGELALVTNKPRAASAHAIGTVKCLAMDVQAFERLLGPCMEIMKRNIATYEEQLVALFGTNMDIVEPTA
# NSD2 HMT inh – inhibitors of human histone methyltransferase NSD2; O96028; NSD2 peptide methylation, AlphaScreen, 120 min; inhibition, % at 12.5 µM; hit rate 0.54% among 310,000; AID 743445; in the data active = inhibition above about 50%
# PKA-R1A act – activates the PKA-R1A holoenzyme complex; P00514+P68181; PKA-R1A dissociation, Cy5-IP20 fluorescence polarization; scaled: DMSO 0%, 113 µM cGMP 100%; activation, % at 11.4 µM; hit rate 0.083% among 340,000;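 active = percent activation above the mean of all tested compounds plus 3 SD, cut at about 19% in these data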;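 note: higher means more PKAc released from R1A so a rise in polarization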
# CDK5 inh – inhibitors of human CDK5/p35 kinase; hit rate 0.01% among 330,000; Recombinant CDK5/p35, ADP-Glo luminescence, 60 min; Q00535+Q15078; inhibition, % at 10 µM;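 active = highest replicate inhibition of at least 50% and at least 75% of replicates reaching 50%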;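 note: plate controls were DMSO neutral control for no effect and GW8510 at 10 µM for full effect; many of its hits are not listed in these tables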
# dFosB activator – activators of mouse delta FosB homodimer. P13346. purified delta FosB, TAMRA-CDK5 oligo fluorescence polarization; percent of positive-control signal above neutral wells. activation, % at 25 µM. hit rate 0.99% among 340,000. AID 493131;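 active = mean activation above about 17%, with every replicate also reaching it, limit read from the data, passing the limit was not always enough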;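 note: fluorescence polarization rise as delta FosB binds a TAMRA Cdk5 AP-1 oligo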
# SR-BI DiI inh – blocks mouse SR-BI lipid uptake from DiI-HDL. Q61009. hit rate 0.96% among 320,000. ldlA[mSR-BI] CHO cells, DiI-HDL uptake fluorescence, 3 h. inhibition, % at 12.5 µM;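 active = mean replicate inhibition of at least 70% and a set share of replicates each scoring 70 or more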;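 note: 0% = median of neutral control wells and 100% = median of positive control wells; values of inactives mirror those of a sister screen read the other way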
# Target sequence (Q61009 whole entry, looked up): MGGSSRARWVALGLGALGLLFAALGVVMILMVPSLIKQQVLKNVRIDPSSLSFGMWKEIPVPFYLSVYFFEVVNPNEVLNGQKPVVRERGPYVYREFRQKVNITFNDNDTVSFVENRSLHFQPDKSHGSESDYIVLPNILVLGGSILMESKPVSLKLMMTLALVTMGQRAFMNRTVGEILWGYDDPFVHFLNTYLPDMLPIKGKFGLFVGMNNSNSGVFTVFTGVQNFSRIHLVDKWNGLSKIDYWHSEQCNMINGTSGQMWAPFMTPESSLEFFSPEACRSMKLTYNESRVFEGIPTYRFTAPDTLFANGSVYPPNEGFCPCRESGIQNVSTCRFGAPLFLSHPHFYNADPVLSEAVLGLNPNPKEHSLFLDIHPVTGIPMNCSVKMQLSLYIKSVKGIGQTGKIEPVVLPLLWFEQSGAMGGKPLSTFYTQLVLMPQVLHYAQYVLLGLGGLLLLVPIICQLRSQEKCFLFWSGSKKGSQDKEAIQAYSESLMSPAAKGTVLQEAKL
# SUMO Mot1 rescue – SUMOylation pathway inhibition by Mot1-301 growth rescue. growth rescue, % at 18.8 µM. AID 2716. S. cerevisiae Mot1-301 growth rescue, ATP luminescence, 38.5C; percent above DMSO median, 100 means doubled. hit rate 1% among 320,000;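 active = every valid replicate shows activation above 250% relative to neutral control wells; inactive = the rest, any valid replicate at or below 250%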;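 note: OY570 slx delta 5 strain wells were the positive control but not used for scaling; some compounds called inactive have numbers as strong as hits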
# * = called active by the depositor; x = not tested or not shown.
mol	Pemphigus Ab inh	SR-BI DiI-HDL act	MITF act	Arrestin-AP2 inh	PKA-R2B act	NSD2 HMT inh	PKA-R1A act	CDK5 inh	dFosB activator	SR-BI DiI inh	SUMO Mot1 rescue
CC(C)[C@H]1CN(C)CCN1Cc1cn(C)nc1-c1cccc(Cl)c1	92	13	3	-1	2	0	3	-1.6	-22	-13	4
CC(C)/C=C1\CCCCC1N(C)C(=O)NC(C)C (configuration not stated)	92	-12	9	-3	7	2	-5	0.7	1	12	0
CCN(N)C(=S)Nc1ccc(F)cc1	x	17	-2	-5	-5	1	-10	-0.6	3	-17	-18
O=C(NCC(c1ccco1)N1CCCCC1)c1cccnc1 (configuration not stated)	107	11	0	-11	-11	0	-16	-10	2	-11	6
CN(C)CCCN(C(=O)COc1ccccc1)c1nc2cc3c(cc2s1)OCCO3	103	4	1	-3	-6	3	-12	-0.1	11	-4	71
CCOCC(=O)Nc1c(C(=O)Nc2ccc3c(c2)OCCO3)oc2ccccc12	115	-26	95*	3	-8	-8	-9	1.4	-4	26	250
CC1CC1C(=O)Nc1nc(-c2ccccc2)cs1 (configuration not stated)	108	-21	43	-6	-1	1	-5	-0.5	2	21	8
COc1ccc(S(=O)(=O)N2CCCC2C(=O)Nc2nc3c(s2)CCCC3)cc1 (configuration not stated)	x	-16	-6	3	4	3	3	0.5	-6	16	-4
Cc1ccc(-c2nnn3c2nc(NC(C)C)c2ccccc23)cc1	87	-29	-8	35	6	-3	-2	-0.1	-7	29	8
CCN(CC(=O)NCc1ccc(Cl)cc1)C(=O)CSCC(=O)Nc1ccc(C)cc1	109	-12	-8	-33	-9	x	0	-1.5	-9	12	-17
CC(=O)Nc1ccc(C(=O)COC(=O)c2cccs2)c(F)c1	x	-14	127*	0	3	2	-16	-7.1	-7	14	7
COC(=O)c1ccc(/C=C/C(=O)OCC(=O)NCc2cccs2)cc1	94	5	15	2	0	-10	-6	-2.9	-2	-5	0
COCCn1c(-c2ccc(SC)cc2)nc2c1c(=O)[nH]c(=O)n2CC(C)C	115	-5	37	-15	-9	1	-6	-1.4	-16	5	-16
Cc1cccc(Oc2ncnc3onc(C)c23)c1C	x	x	6	-2	-10	-1	-22	-0.2	-1	x	11
CNc1nc(SCc2ccccc2Cl)nc2c1CCCC2	108	-21	8	6	-9	1	2	1.3	-4	21	28
Cc1cc(C)nc(Sc2ccc3nnnn3n2)n1	106	20	-3	-9	-1	-7	-3	-1.0	3	-20	44
CCOC(=O)N1CCN(C(=O)c2cc3cc(Cl)ccc3[nH]2)CC1	95	-5	-7	3	-6	-2	-3	2.9	-6	5	10
CC1(C)CC(=O)C(C(=O)c2ccccc2)C(=O)C1Cl (configuration not stated)	111	12	x	13	-7	-1	4	-1.6	2	-12	536*
O=C(CSc1nnc(Cc2cc(=O)[nH]c(=O)[nH]2)n1-c1ccc(Cl)cc1)NCC1CCCO1 (configuration not stated)	98	5	x	-6	5	-1	0	-0.2	-5	-5	71
O=c1nc(NCc2ccco2)sc2ncccc12	106	23	-16	-9	-8	-1	-3	-0.9	-5	-23	-2
Nc1nnc(SCC(=O)Nc2ccccc2N2CCOCC2)s1	101	-7	-14	-2	8	0	-1	-0.1	-5	7	10
COc1ccc(Oc2ccc(/C=N/NC(=O)c3cccnc3)cc2[N+](=O)[O-])cc1	97	-19	-8	-10	-7	-2	-14	0.0	2	19	-12
Nn1c(SCC(=O)Nc2ccc3c(c2)OCCO3)nncc1=O	107	9	3	3	-21	-3	-1	0.1	0	-9	10
O=C1CCc2cccc(O)c2N1	100	3	-2	-12	1	0	3	-0.7	6	-3	x
C/C(=N\O)C1(C)N(O)C(C)(C)C(c2ccco2)=[N+]1[O-] (configuration not stated)	100	29	11	-5	-7	7	-2	-0.1	-5	-29	0

# Grouped by structure: the compounds so far with an aryl methoxy group.
mol	Pemphigus Ab inh	SR-BI DiI-HDL act	MITF act	Arrestin-AP2 inh	PKA-R2B act	NSD2 HMT inh	PKA-R1A act	CDK5 inh	dFosB activator	SR-BI DiI inh	SUMO Mot1 rescue
COc1ccc(S(=O)(=O)N2CCCC2C(=O)Nc2nc3c(s2)CCCC3)cc1 (configuration not stated)	x	-16	-6	3	4	3	3	0.5	-6	16	-4
COc1ccc(Oc2ccc(/C=N/NC(=O)c3cccnc3)cc2[N+](=O)[O-])cc1	97	-19	-8	-10	-7	-2	-14	0.0	2	19	-12

# Later entries:
mol	Pemphigus Ab inh	SR-BI DiI-HDL act	MITF act	Arrestin-AP2 inh	PKA-R2B act	NSD2 HMT inh	PKA-R1A act	CDK5 inh	dFosB activator	SR-BI DiI inh	SUMO Mot1 rescue
CCN1C(=O)[C@H]2[C@@H](c3ccc(-c4ccccc4)cc3)N3CCC[C@@]3(C(=O)OC)[C@H]2C1=O	109	-1	23	18	-10	x	-7	4.7	-8	1	-7
Cc1ccc2[nH]c(=O)c(COC(=O)C3CCCCC3)cc2c1	90	10	-8	-6	0	-2	-17	-1.2	-4	-10	-3
O=C(CSc1nc2ncc(Cl)cc2[nH]1)NC1CCS(=O)(=O)C1 (configuration not stated)	107	17	-18	17	-4	-5	-5	3.3	1	-17	6
CCOC(=O)C1=C(N)OC2=C(C(=O)CC(C)(C)C2)C1c1ccco1 (configuration not stated)	x	-2	x	-4	-7	0	-3	0.6	-3	2	5
CC(=O)Nc1ccc(S(=O)(=O)N2CCN(Cc3ccccn3)CC2)cc1	124	-3	-10	-4	3	-2	-2	-0.2	-7	3	15
Cn1nnc2cc(C(=O)Nc3cccnc3)ccc21	99	-2	28	6	14	4	0	1.1	-6	2	270
O=C1c2ccccc2-n2c1nc1ccccc1c2=O	93	-12	x	5	0	x	-7	2.3	-2	12	-50
O=C(COc1cccnc1[N+](=O)[O-])N1CCc2ccccc21	94	-2	10	15	-10	-3	1	0.6	0	2	11
Cc1nnc(SCC(=O)NNC(=O)c2ccccc2)n1N	115	-2	-1	-8	10	-3	5	-4.3	-3	2	-8
CC1CCCCC1NC(=O)C1CCC(CNS(=O)(=O)c2ccccc2)CC1 (configuration not stated)	98	-3	-2	-1	-2	0	16	0.0	-9	3	4
COc1cc2c(cc1OC)C(C1C(=O)CC(C)CC1=O)N(C(=O)CCl)CC2 (configuration not stated)	132	18	3	x	-1	-2	0	-0.6	-13	-18	-24
CCOC(=O)N1CCC(NC(=O)c2cccc3c2C(=O)N(CCOC)C3)CC1	109	25	x	11	5	x	9	-0.5	-6	-25	-9
Cc1cc(C)c2c(N)c(C(=O)Nc3ccc(F)cc3)sc2n1	110	-58	52	32	-10	-1	-16	-0.1	8	58	77
CCc1ccc(C(=O)CCC(=O)Nc2cccc(S(=O)(=O)N3CCCCC3)c2)cc1	x	-10	-11	-4	-13	-5	-7	0.5	-5	10	x
COc1ccc(N(C)S(=O)(=O)c2ccc3c(c2)NC(=O)CC(=O)N3)c(OC)c1	106	4	-8	7	-11	-1	0	1.3	-4	-4	-7
CCN(CC)C(=O)C1CC(=O)N(c2ccc(OC)cc2)C1c1ccc(OC)cc1 (configuration not stated)	x	27	0	11	-2	-1	2	0.6	-2	-27	10
Cc1c(NC(=O)c2cccc(NC(=O)c3ccco3)c2)cccc1C(=O)O	96	6	-1	1	-3	0	2	-1.1	-2	-6	-16
C=CCOc1ccc(C(c2c(C)n(C)n(-c3ccccc3)c2=O)c2c(C)n(C)n(-c3ccccc3)c2=O)cc1	108	0	2	-10	-7	0	-6	-0.2	-9	0	1
COc1ccc(CNC(=O)Cc2csc(NC(=O)Nc3ccccc3OC)n2)cc1	83	-46	3	5	0	-1	-7	-1.8	-6	46	-6
O=C(N/N=C/c1ccco1)c1ccc(NC(=O)C2CC2)cc1	95	-17	12	24	-4	-4	1	1.9	32*	17	-2
CCC(=O)N1c2ccccc2NC2=C(C(=O)CCC2)C1c1ccccc1 (configuration not stated)	101	19	-7	24	5	-1	-5	2.1	-3	-19	-19
COc1ccc(-n2cnc3cc(NCc4cccs4)ccc32)cc1	x	8	31	4	4	33	-6	-1.8	-6	-8	50
Cc1n[nH]c(C)c1S(=O)(=O)N(CC(=O)N1CCc2ccccc21)c1ccc(C(C)C)cc1	112	8	-20	14	-5	x	-5	0.6	50*	-8	1
COc1cccc(-c2nnc(SCC(N)=O)n2-c2ccc(Cl)cc2)c1	101	17	-6	-3	12	x	-2	1.8	-11	-17	-18
O=C(Nc1ccccc1)N1CCCN(c2ccc(C(F)(F)F)cc2[N+](=O)[O-])CC1	94	-4	x	3	-4	0	-11	0.2	-8	4	14

# Further results
mol	Pemphigus Ab inh	SR-BI DiI-HDL act	MITF act	Arrestin-AP2 inh	PKA-R2B act	NSD2 HMT inh	PKA-R1A act	CDK5 inh	dFosB activator	SR-BI DiI inh	SUMO Mot1 rescue
Nc1nc2n(n1)C(c1cccs1)CC(c1ccccc1)N2 (configuration not stated)	100	-2	x	9	-12	-7	-8	0.6	-4	2	-10
Cc1ccc(/C(O)=C2/C(=O)C(=O)N(c3ccccn3)C2c2ccc(F)cc2)cc1 (configuration not stated)	121	-22	x	29	-1	-1	11	1.1	-10	22	6
Cc1cc(NC(=O)CC(F)(F)F)n(-c2ccccc2)n1	98	14	6	-9	-9	-3	-2	-0.9	0	-14	-3
COc1cc(NS(=O)(=O)c2ccc(NC(=S)NC(=O)c3ccccc3)cc2)nc(OC)n1	103	-4	-7	20	-12	8	4	0.6	-3	4	86
CC(C)OC(=O)CSc1nnc(-c2cccnc2)n1Cc1ccccc1	102	-17	x	14	0	-1	-7	-0.5	-5	17	6
CS(=O)(=O)Nc1cccc(C2=NN(C(=O)c3cccc(F)c3)C(c3cccs3)C2)c1 (configuration not stated)	100	15	-11	27	-3	2	-2	0.2	-10	-15	-2
CCOC(=O)/C(C#N)=C\c1ccc(N2CCN(C/C=C/c3ccccc3)CC2)cc1	107	-8	11	-7	-2	-1	-13	x	12	8	88
O=C(COC(=O)c1ccc(F)c(S(=O)(=O)N2CCOCC2)c1)NC1CC1	x	4	14	-4	-1	-2	-2	-0.6	0	-4	3
COc1ccc(C2CC(c3ccc4ccccc4c3)=NN2C(=O)CSc2ncccn2)cc1 (configuration not stated)	106	-45	39	7	-8	-2	-23	0.3	-7	45	5

# Source: PubChem
